UGM FP inh: inhibitors of M. tuberculosis UDP-galactopyranose mutase | P9WIQ1 | purified UGM, fluorescence polarization probe displacement | inhibition, % at 10 µM | 0.06% of 320,000 active | AID 504406; in the data active means inhibition above about 10%, passing the limit was not always enough; inconclusive means no clear call, values can overlap the other calls
Target sequence (P9WIQ1 whole entry, looked up): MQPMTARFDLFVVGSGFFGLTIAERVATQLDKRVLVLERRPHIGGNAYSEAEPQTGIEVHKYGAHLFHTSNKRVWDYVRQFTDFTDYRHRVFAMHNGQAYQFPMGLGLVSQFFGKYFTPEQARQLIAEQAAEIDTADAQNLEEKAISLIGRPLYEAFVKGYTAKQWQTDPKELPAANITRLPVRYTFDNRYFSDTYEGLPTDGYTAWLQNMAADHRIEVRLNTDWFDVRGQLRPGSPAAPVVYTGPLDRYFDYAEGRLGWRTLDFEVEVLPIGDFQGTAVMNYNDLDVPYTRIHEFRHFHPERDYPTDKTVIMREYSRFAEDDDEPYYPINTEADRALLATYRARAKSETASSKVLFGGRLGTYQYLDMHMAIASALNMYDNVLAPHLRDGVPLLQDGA
CCHFV vOTU inh: blocks the CCHF virus ovarian tumor domain protease. CCHFV vOTU protease, Pep-AMC fluorescence. inhibition, % at 11.5 µM. 0.55% of 370,000 active. AID 651958; further: 0% = vehicle wells with enzyme and 100% = no enzyme wells
BioA inh: blocks M. tuberculosis BioA enzyme activity; purified M. tuberculosis BioA enzyme, plate reader; inhibition, % at 9.99 µM; 0.096% of 360,000 active; in the data active means inhibition above about 40%; inconclusive means no clear call, values can overlap the other calls
FadD28 binding: blocks FadD28 binding to the bisubstrate probe | 0.22% of 360,000 active | AID 588549 | fluorescence polarization | inhibition, % at 12.5 µM; in the data active means inhibition above about 8.5%, passing the limit was not always enough; inconclusive means no clear call, values can overlap the other calls
VHR inh abs: inhibitors of human VHR1 phosphatase (DUSP3). 0.52% of 290,000 active. P51452. inhibition, % at 13.3 µM. recombinant VHR phosphatase, pNPP absorbance; in the data active means inhibition above about 50%; further: some compounds called inactive have numbers as strong as hits
Target sequence (P51452 whole entry, looked up): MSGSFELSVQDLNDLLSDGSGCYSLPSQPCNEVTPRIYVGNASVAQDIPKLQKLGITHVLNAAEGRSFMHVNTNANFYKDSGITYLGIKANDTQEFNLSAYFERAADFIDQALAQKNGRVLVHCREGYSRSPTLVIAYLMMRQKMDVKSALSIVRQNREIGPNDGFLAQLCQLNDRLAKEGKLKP
BoNT F protease: BoNT F light chain protease inhibition. Multiplex microsphere protease cleavage assay, flow cytometry. inhibition, % at 10 µM. 0.22% of 360,000 active. AID 588497; in the data active means inhibition above about 35%, passing the limit was not always enough; inconclusive means no clear call, values can overlap the other calls; further: plate controls were buffer without enzyme for full effect and enzyme alone for no effect
GDH-TPI counter: inhibits GDH-TPI coupling enzymes, artifact for Mtb FBA screen. GDH-TPI coupled enzyme counterscreen, NADH absorbance. 1.2% of 360,000 active. inhibition, % at 4.8 µM;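 further: 0% = DMSO wells and 100% = wells lacking the enzyme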
Rv3671c inh: Rv3671c (M. tuberculosis) protease inhibition; P9WHR9; inhibition, % at 5.96 µM; 0.048% of 320,000 active; AID 2606; in the data active means inhibition above about 38%;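 further: extracellular domain of Rv3671c used as enzyme; 0% = enzyme with DMSO and 100% = no enzyme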
MazF activator: MazEF (E. coli) toxin RNase activation. 0.32% of 350,000 active. AID 504720. activation, % at 20 µM. FAM/BHQ RNA-DNA oligo cleavage fluorescence, 5 h. P0AE70; in the data active means activation above about 50%
Mtb FBA inh: inhibits M. tuberculosis FBA enzyme; AID 588726; inhibition, % at 1 µM; 2.3% of 360,000 active; P9WQA3; purified M. tuberculosis FBA, fluorescence read-out; in the data active means inhibition above about 27%;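 further: 0% = vehicle and 100% = reference inhibitor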
Target sequence (P9WQA3 whole entry, looked up): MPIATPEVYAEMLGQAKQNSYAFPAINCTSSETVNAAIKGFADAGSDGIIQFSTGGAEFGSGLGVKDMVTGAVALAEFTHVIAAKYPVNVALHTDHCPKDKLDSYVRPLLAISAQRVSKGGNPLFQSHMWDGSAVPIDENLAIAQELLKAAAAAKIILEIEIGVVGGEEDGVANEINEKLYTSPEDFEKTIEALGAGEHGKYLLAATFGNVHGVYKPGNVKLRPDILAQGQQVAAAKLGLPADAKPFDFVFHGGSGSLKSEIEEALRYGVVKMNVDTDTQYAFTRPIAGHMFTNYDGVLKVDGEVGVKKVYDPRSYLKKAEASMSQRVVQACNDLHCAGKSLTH
An asterisk follows results filed as active; ? = inconclusive; / = not tested or not shown. Unless noted, no stated cut-off is given here; in the data, active means inhibition above about 30%; inactive means the rest.

SMILES	UGM FP inh	CCHFV vOTU inh	BioA inh	FadD28 binding	VHR inh abs	BoNT F protease	GDH-TPI counter	Rv3671c inh	MazF activator	Mtb FBA inh
CC1CN1P1(=O)OCC(C)([N+](=O)[O-])CO1 (configuration not stated)	/	15	-1.6	-1.6	/	1	6	/	5	3
Cn1c(Cc2ccccc2)nnc1SCC(=O)Nc1ccc2c(c1)OCO2	2.1	-12	3.2	-4.9	-1	-15	-4	-5	1	0
COc1ccc(CCNC(=S)c2ccccc2)cc1OC	-1.3	7	9.3	-1.3	24	-16	0	-2	3	1
Nc1c(Cl)c(Cl)nc(C(=O)OCC(=O)NC2CCCCC2)c1Cl	1.1	12	15	-13	18	-9	-4	0	-5	1
CC(O)[C@H]1CNC(=O)C(=O)N1CCc1cccc(F)c1 (some centres not stated)	-1.0	-4	0.4	0.2	15	0	-4	10	9	3
CCN1C(=O)c2cccc3c(S(=O)(=O)N4CCCC4C(=O)O)ccc1c23 (configuration not stated)	-1.9	-15	1.0	-2.1	-58	-2	15	-1	-5	7
CN1CCN(C(=O)C2=C[C@@H](C3CCCCC3)C[C@@H](OCc3ccc(CO)cc3)O2)CC1	-2.1	-1	0.6	-5.2	30	-4	-10	3	0	0
COc1ccc([N+](=O)[O-])cc1NC(=O)CCC(=O)c1cccs1	0.5	-5	/	-0.7	26	-1	4	3	9	6
Cc1c(C(=O)N2CCOCC2)sc(NC(=O)CCl)c1C#N	7.3	12	/	-0.4	3	-1	9	-4	4	-2
O=C(O)CC(C(=O)Nc1cccc(C(F)(F)F)c1)C1CCCO1 (configuration not stated)	1.3	14	-1.1	-2.3	32	-17	-2	-1	0	5
COc1ccc(/C=N/NC(=O)c2cc(-c3cccn3C)n[nH]2)cc1OC	0.8	20	/	-3.5	-11	2	30	-7	0	-1
CN1CCN(C(=O)c2ccc(Cl)c(S(=O)(=O)N3CCCCC3)c2)CC1	-1.3	-3	3.7	-4.7	4	-6	-3	0	-5	-6
Cc1cn(CC(=O)N[C@H](CO)Cc2c[nH]c3ccccc23)c(=O)[nH]c1=O	/	11	0.1	-3.5	/	-1	-13	/	8	2
NC(=O)CC(NC(=O)Cc1cccc2ccccc12)c1ccc(N2CCC(Br)CC2)c([N+](=O)[O-])c1 (configuration not stated)	-0.1	19	-0.8	-3.4	27	-2	0	4	-2	1
Cc1cccc(NC(=O)CCCN2C(=S)NC(C)(C)CC2C)c1C (configuration not stated)	-2.1	-12	/	0.2	6	-3	6	-2	4	0
CC(=NNC(=S)N1CCN(c2ccccn2)CC1)c1nccs1	/	/	/	-3.1	/	30	17	/	12	-3
CCOC(=O)C(C)CC(C)C(=O)N1CCOCCOCCN(C(=O)C(C)CC(C)C(=O)OCC)CCOCC1 (configuration not stated)	-4.2	-7	-6.6	1.6	-4	5	10	7	7	-3
COc1cccc(OC)c1CNC(=O)C1CCC(=O)N(CC2CCCCC2)C1 (configuration not stated)	-1.5	6	-1.0	-0.4	4	4	2	-2	3	1
O=[N+]([O-])c1ccc(-c2csc(NN=C3CCCC3)n2)cc1	-0.9	-3	-2.4	-3.2	24	-6	1	3	-3	-1
O=S(=O)(c1ccc(Cl)s1)N1CCC2(CC1)OCCO2	0.4	-2	-0.3	-0.9	-3	-3	7	-3	4	1
CC(C)(C)[C@H]1C=C(C(=O)NCc2nc3ccccc3[nH]2)O[C@@H](OCc2ccc(CO)cc2)C1	1.8	2	1.7	-3.3	15	-4	2	2	10	0
Cc1ccc(-n2nc(-c3ccc(OC(F)(F)F)cc3)cc2N)cc1C	-0.1	-4	-0.5	-0.2	-9	/	-6	4	4	1
Cn1ncc(Cl)c1C(=O)Nc1ccc(Cl)cn1	-0.5	-12	2.2	-2.0	22	-8	-11	10	-12	2
O=C1NC(=O)C(CCc2ccccc2)(c2ccccc2)N1 (configuration not stated)	/	2	/	-1.0	/	4	3	/	-1	1
Cc1nc(SCC(=O)c2cc3ccccc3oc2=O)c(C#N)c(-c2cccs2)c1C(=O)Nc1ccccc1	-4.9	-7	/	-0.4	3	-10	-1	-4	61*	0
COc1ccc(C(C)(O)c2nc(-c3ccc(S(C)(=O)=O)cc3)cs2)cc1 (configuration not stated)	/	3	-0.4	-1.4	/	-2	9	/	/	0
COc1ccccc1CNC(=O)c1cccs1	-2.3	5	-0.8	-0.5	-7	-2	0	7	-16	2
CCOC(=O)c1cc(C)sc1/N=C/C1C(=O)CCCC1=O	-2.6	4	-1.8	-3.6	8	-2	0	0	6	0
COCC1CCCCN1C(=O)c1ccc(OC)c(OC2CCN(C(C)C)CC2)c1 (configuration not stated)	-0.3	-3	-3.5	0.7	12	7	3	4	7	-1
Cc1ccc(/C=N/N2CCN(c3ccncc3S(=O)(=O)N3CCCCC3)CC2)cc1	-3.0	9	-1.1	1.4	15	?	-3	-4	-3	1
CC(=O)c1cccc(NC(=O)CN2C(=O)NC3(CCCCCCC3)C2=O)c1	-1.6	-2	0.1	-1.1	6	-2	-15	6	-2	-3
COCCOc1ccc(C(F)(F)F)cc1NC(=O)COC(=O)c1cc[n+]([O-])cc1	-0.7	7	1.0	-3.8	/	-4	-4	5	1	-4
Cc1ccc(-c2cc([C@H]3[C@H]4C=CC[C@@H](C)[C@@H]4C(=O)N3Cc3ccccc3)ccc2F)cc1	0.4	7	0.0	-3.2	0	1	1	-3	-4	0
COc1cccc(NC(=O)CN(C)C(=O)c2ccc(Cl)c(S(=O)(=O)N3CCCCCC3)c2)c1	/	-5	-0.3	-1.3	/	-5	6	/	7	6
Cc1cccc(NC(=O)NNC(=O)COc2ccc([N+](=O)[O-])cc2)c1C	-2.0	16	0.4	-1.8	15	-2	9	-13	3	0
Cc1ccnc(NC(=O)CCNC(=O)c2ccccc2Cl)c1	-1.7	4	-1.5	2.0	14	2	3	-2	3	3
Cc1cc(C)nc(Sc2ccc(/C=C(\C#N)C(N)=O)o2)n1	2.4	-2	-0.1	-3.5	-8	-7	20	-9	4	3
O=c1sc2ccccc2n1Cc1ccccc1	-0.2	-6	-0.3	-0.7	2	-2	-5	-11	-4	5
COc1ccc(CN2C(CC(=O)Nc3cccnc3)c3ccc(C(F)(F)F)cc3S2(=O)=O)cc1 (configuration not stated)	/	1	7.8	-6.6	/	-8	0	/	3	-3
CCN(CC)S(=O)(=O)c1ccc(/C=C/C(=O)OCC(=O)NCc2ccc3c(c2)OCO3)cc1	0.2	0	-1.0	-4.1	28	-7	3	2	5	1

The closing 5 entries of the part before come first, to join the parts:
SMILES	UGM FP inh	CCHFV vOTU inh	BioA inh	FadD28 binding	VHR inh abs	BoNT F protease	GDH-TPI counter	Rv3671c inh	MazF activator	Mtb FBA inh
Cc1ccnc(NC(=O)CCNC(=O)c2ccccc2Cl)c1	-1.7	4	-1.5	2.0	14	2	3	-2	3	3
Cc1cc(C)nc(Sc2ccc(/C=C(\C#N)C(N)=O)o2)n1	2.4	-2	-0.1	-3.5	-8	-7	20	-9	4	3
O=c1sc2ccccc2n1Cc1ccccc1	-0.2	-6	-0.3	-0.7	2	-2	-5	-11	-4	5
COc1ccc(CN2C(CC(=O)Nc3cccnc3)c3ccc(C(F)(F)F)cc3S2(=O)=O)cc1 (configuration not stated)	/	1	7.8	-6.6	/	-8	0	/	3	-3
CCN(CC)S(=O)(=O)c1ccc(/C=C/C(=O)OCC(=O)NCc2ccc3c(c2)OCO3)cc1	0.2	0	-1.0	-4.1	28	-7	3	2	5	1
CC(=O)c1ccc(NC(=O)COC(=O)C2C3CC4OC(=O)C2C4C3)cc1 (configuration not stated)	2.0	12	7.2	-2.3	31	13	3	-5	2	4
c1ccc2c(c1)c1ccccc1n2CN1CCOCC1	1.7	8	/	-2.2	40	-8	-11	4	3	1
Cn1c(C(=O)NC2CCCCC2)cc2c(=O)n(C)c3ccccc3c21	1.2	13	-0.3	-0.1	-4	-5	13	-10	11	15
COc1ccc(CNC(=O)CN2C(=O)COc3ccc(S(=O)(=O)NC4CCCC4)cc32)cc1	0.0	-10	-1.2	-1.2	3	8	11	1	4	2
COC(=O)c1sccc1NC(=O)Nc1ccc(F)cc1F	0.1	5	-1.7	-0.5	40	-4	7	1	2	2
O=C(OCc1nc2ccccc2s1)C1CCN(S(=O)(=O)c2cccs2)CC1	-1.0	6	1.7	-3.8	37	-8	7	0	-1	1
COc1ccc(C(CNC(=O)c2nn(-c3ccccc3)c(=O)c3ccccc23)N2CCOCC2)cc1 (configuration not stated)	/	-2	-3.2	-2.7	/	0	3	/	1	3
CCOP(=O)(O)c1ccccc1OCCCCCOc1ccccc1P(=O)(O)OCC	4.0	-1	-0.2	-1.4	19	8	2	-6	-4	3
Cc1cc(Br)c(Oc2cc(NN3CCCCC3)c([N+](=O)[O-])cc2[N+](=O)[O-])c(Br)c1	/	11	-0.2	-0.6	/	2	9	/	-4	2
O=C(COC(=O)c1cc(Cl)nc2ccccc12)c1ccc(Cl)cc1	1.2	-4	-7.8	-1.3	-8	-1	11	-1	-11	2
COC(=O)c1cccc(Cn2c(Cl)c(/C=N/NC(=O)c3ccccc3Cl)sc2=O)c1	-0.9	-2	-0.5	-3.7	24	2	9	2	0	-6
CN(C)CCC#CC(O)(c1ccccc1)c1ccccc1	-2.3	-5	-2.2	-4.3	-5	-3	-6	1	5	-4
O=C(/C(=N\O)n1cncn1)c1ccc(Cl)cc1Cl	0.3	-13	/	-3.2	15	0	12	4	3	-5
Cc1ccc(-n2c(-c3nn(C)cc3Cl)n[nH]c2=S)cc1	2.5	1	/	-3.3	8	-2	-4	-6	-2	0

2 entries from above, with each value named.
Molecule: COC(=O)c1sccc1NC(=O)Nc1ccc(F)cc1F
  UGM FP inh = 0.1
  CCHFV vOTU inh = 5
  BioA inh = -1.7
  FadD28 binding = -0.5
  VHR inh abs = 40
  BoNT F protease = -4
  GDH-TPI counter = 7
  Rv3671c inh = 1
  MazF activator = 2
  Mtb FBA inh = 2

Molecule: O=C(OCc1nc2ccccc2s1)C1CCN(S(=O)(=O)c2cccs2)CC1
  UGM FP inh = -1.0
  CCHFV vOTU inh = 6
  BioA inh = 1.7
  FadD28 binding = -3.8
  VHR inh abs = 37
  BoNT F protease = -8
  GDH-TPI counter = 7
  Rv3671c inh = 0
  MazF activator = -1
  Mtb FBA inh = 1

Screens (PubChem)
